DT40 TDP1 CPT: DT40-hTDP1 cell growth loss with CPT; chicken DT40 Tdp1-/-;hTDP1 cells + 20 nM CPT, ATP luminescence, 48 h; Potency, µM (highest dose often 46.2 µM), without a hit: top-dose activity change, negative = growth inhibition, hits mostly inhibitors; 420,000 tested, 12% active; AID 686979; also: nearly all actives have a fitted effect of over 55% in size
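Cell growth measured by CellTiter-Glo luminescence after a minimum 48 h, 37 C compound exposure with 20 nM CPT in Tdp1-knockout DT40 cells stably expressing hTDP1, seeded 400/well; qHTS titration format.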
KAT2A inh: blocks human GCN5L2 histone acetyltransferase; Q92830; GCN5L2 HAT assay, ThioGlo1 CoA-SH fluorescence; Potency, µM (series often up to 58.9 µM), for the others: at the top dose activity change, negative = inhibition, hits mostly inhibitors; 390,000 tested, 0.21% active
Target sequence (Q92830 whole entry, looked up): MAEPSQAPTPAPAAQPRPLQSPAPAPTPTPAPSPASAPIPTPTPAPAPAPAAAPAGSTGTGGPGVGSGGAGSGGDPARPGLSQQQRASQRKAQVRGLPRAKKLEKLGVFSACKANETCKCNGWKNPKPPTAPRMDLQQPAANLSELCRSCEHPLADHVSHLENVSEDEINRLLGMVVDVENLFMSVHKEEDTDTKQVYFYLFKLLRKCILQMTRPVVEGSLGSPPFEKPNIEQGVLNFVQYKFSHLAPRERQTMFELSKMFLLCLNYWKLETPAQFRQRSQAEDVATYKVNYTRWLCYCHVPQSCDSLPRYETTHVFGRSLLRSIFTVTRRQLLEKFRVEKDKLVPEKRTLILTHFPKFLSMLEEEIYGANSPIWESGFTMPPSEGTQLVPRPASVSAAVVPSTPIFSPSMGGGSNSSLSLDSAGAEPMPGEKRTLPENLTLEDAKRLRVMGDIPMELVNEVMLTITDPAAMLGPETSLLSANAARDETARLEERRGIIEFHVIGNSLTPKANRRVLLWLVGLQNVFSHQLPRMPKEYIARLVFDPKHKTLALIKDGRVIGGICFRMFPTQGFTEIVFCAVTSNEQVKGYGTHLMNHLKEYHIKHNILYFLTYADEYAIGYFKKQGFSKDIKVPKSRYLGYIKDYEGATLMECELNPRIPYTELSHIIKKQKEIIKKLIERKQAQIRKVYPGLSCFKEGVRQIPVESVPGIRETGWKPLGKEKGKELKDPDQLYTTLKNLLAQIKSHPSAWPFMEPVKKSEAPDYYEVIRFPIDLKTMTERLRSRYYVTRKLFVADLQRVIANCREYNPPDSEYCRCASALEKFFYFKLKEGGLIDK
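Enzyme at 20nM final was mixed with library compounds for 15 min at room temperature. Peptide H3(1-25) at 75uM, acetyl-CoA at 70uM and ThioGlo1 at 50uM were then added. Plates were read immediately and after 20 min (Ex340nm/Em540nm).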
TDP1 cell noCPT: qHTS for Inhibitors of human tyrosyl-DNA phosphodiesterase 1 (TDP1): qHTS in cells in absence of CPT; DT40 Tdp1-/- hTDP1 cells, no CPT, ATP luminescence, 48 h; Potency, µM (series often up to 46.2 µM), inactives show at the highest dose activity change, negative = growth inhibition, hits mostly inhibitors; 420,000 tested, 15% active; AID 686978, 2013; also: nearly all actives have a fitted effect of over 55% in size
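Seeded 400 DT40-hTDP1 cells/well (vehicle DMSO, no 20 nM CPT); pinned compounds; ≥48 hr at 37 °C; CellTiter-Glo luminescence as viability measure.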
The depositor's hits bear a star; ? = inconclusive; / = not tested or not shown; & = joins results of further samples; [ ] = another dose, or the depositor's remark. Calls follow the shape of the dose curve; as a rule, active = well fitted curve in the direction sought with a large enough effect; inconclusive = small, poorly fitted or top-dose-only effect, or another doubt; inactive = no such curve, though single readings can be large; an effect the other way counts as inactive or inconclusive. % is scaled to controls: 0 for no effect and ±100 for the full control effect; potency is read from the fitted curve at half-maximal effect.

SMILES	DT40 TDP1 CPT	KAT2A inh	TDP1 cell noCPT
Cc1ccc(-n2cc(C(C)(C)C)[nH]c2=S)cc1	?	-1%	?
Cc1ccc(S(=O)(=O)NNC(=O)c2ccccc2O)cc1	-27%	0%	-17%
O=C(N/N=C/c1ccc(-c2ccccc2[N+](=O)[O-])o1)c1cncc(Br)c1	?	-10%	?
C=CCn1c(SC(C)C(=O)NCc2ccc3c(c2)OCO3)nnc1C1CCCCC1 (stereo not given)	?	-12%	-23%
CCOC(=O)Cn1c(N2CCOCC2)nc2c1c(=O)[nH]c(=O)n2C	-4%	-13%	?
O=C1c2ccccc2-c2ccc(C(=O)N3CCOCC3)cc21	0%	2%	-2%
O=C(NC1CC(=O)N(c2cccc(F)c2)C1)c1cc2ccccc2o1 (stereo not given)	-27%	-4%	?
CS(=O)(=O)N(CC(=O)NCCc1ccccc1)C1CCCCC1	-7%	-3%	-6%
Cc1ccc(/C=N/N=C2/NC(=O)C(CC(=O)Nc3ccc(Cl)cc3)S2)o1 (stereo not given)	?	26%	-108%
Cc1ccc(CN2CCCN(Cc3c(C)cc(C)cc3C)S2(=O)=O)cc1	4%&-6%	-4%&-2%	?
COc1ccc(CNC(=O)C2CCC(CNC(=O)[C@@H]3Cc4ccccc4CN3)CC2)cc1 (stereo not given in full)	-10%	-14%	12%
Cc1ccc(S(=O)(=O)N2CCOCC2)cc1C(=O)Nc1ccc(-c2cn3ccsc3n2)cc1	11µM*	-28%	11µM*
O=C(Oc1ccc(F)cc1C(=O)/C=C/c1cccs1)c1cccc([N+](=O)[O-])c1	0.16µM*	2%	0.37µM*
O=C(NCc1ccccc1)c1ccc(Cn2c(=O)c3cccn3c3cccnc32)cc1	-6%	-1%	-23%
CCNC(=S)/N=C(\N)Nc1nc(C)c2cc(C)ccc2n1	?	-6%	?
CCCN(CCC)CC(O)Cn1c2ccccc2c2ccccc21 (stereo not given)	?	2%	?
C[C@@H]1CN([C@H](C)CO)C(=O)CCCn2nncc2CO[C@@H]1CN(C)S(C)(=O)=O	13%	/	-23%
CC(C)CNC(=O)c1cc([N+](=O)[O-])ccc1N1CCCCC1	?	-6%	23µM*
COC(=O)c1ccc(C(C(=O)NC2CCCCC2)N(Cc2ccc(F)cc2)C(=O)Cc2cccs2)cc1 (stereo not given)	9.2µM*	1%	12µM*
Cc1noc(C)c1NC(=O)N(C)C[C@H]1OCc2cnnn2CCCC(=O)N([C@@H](C)CO)C[C@H]1C	1%	/	-21%
CCCOc1cccc(C2C(C(=O)c3cc4ccccc4o3)=C(O)C(=O)N2c2cc(C)on2)c1 (stereo not given)	?	?	?
Cc1cc(S(=O)(=O)N2CCN(c3ccccc3C)CC2)ccc1F	3%	-7%	?
CC(=O)c1cccc(CN2CCCC(CCC(=O)NCc3ccc(F)c(F)c3)C2)c1 (stereo not given)	-22%	-11%	5%
O=C(O)c1cc(NS(=O)(=O)c2ccc(NC3CCCCC3)c([N+](=O)[O-])c2)cc(C(=O)O)c1	-7%	-7%	4%
CC(C)(C)C1CCC(=NNC(=O)c2cc(-c3ccccc3)n[nH]2)CC1 (stereo not given)	?	-7%	?
Cc1cc(C)n(-c2nc(NC(C)C)nc(NC(C)C)n2)n1	1µM*	-5%	1.5µM*
O=C(NCc1ccccc1Cl)C1CCN(S(=O)(=O)c2ccc(N3CCCC3=O)cc2)CC1	16µM*	-11%	?
CC(=O)c1cccc(NC(=O)c2ccc(N(Cc3ccccc3C)S(C)(=O)=O)cc2)c1	?	-14%	?
CCn1c(SCC(=O)N2CCOCC2)nnc1-c1cccs1	3%	-2%	-8%
COc1ccc([N+](=O)[O-])cc1NC(=O)c1ccc(CN(c2ccc(C)c(C)c2)S(C)(=O)=O)cc1	?	-5%	11%
Oc1ccccc1-c1csc(-c2ccccc2)n1	1%	-7%	-26%
CCCCn1c(N)c(N(CCOC)C(=O)c2cc3c(s2)CCCCC3)c(=O)[nH]c1=O	-28%	1%	-10%
Cc1ccc(C(=O)OCC(=O)NC(=O)c2cccn2C)cc1	?	1%	-5%
CN(C)C1(CNC(=O)COc2ccc([N+](=O)[O-])cc2)CCCCC1	7%	-9%	-10%
Cc1cc2c(cc1S(=O)(=O)N(C)CC(=O)Nc1cccc(C#N)c1)OCC(=O)N2	4%	0%	-18%
O=C(CNc1cc(S(=O)(=O)N2CCCC2)ccc1OCC(F)(F)F)Nc1ccc(SC(F)F)cc1	1.8µM*	-11%	3.7µM*
O=C1N(Cc2ccccc2)CCCC12CCCN(Cc1ccccc1)C2=O	-10%	-19%	?
O=C(NCc1ccccc1)c1cc(C2CCCN(S(=O)(=O)c3ccccc3)C2)on1 (stereo not given)	?	/	?
Cc1cc(-c2ccccc2)n2ncc(C#N)c2n1	-1%	-16%	0%
CC1CCCC(NC(=O)COC(=O)[C@@H]2CC(O)CN2S(=O)(=O)c2ccc3c(c2)OCCO3)C1C (stereo not given in full)	-20%	3%	?

For convenience, part of the list above:
SMILES	DT40 TDP1 CPT	KAT2A inh	TDP1 cell noCPT
CC(C)(C)C1CCC(=NNC(=O)c2cc(-c3ccccc3)n[nH]2)CC1 (stereo not given)	?	-7%	?
Cc1cc(C)n(-c2nc(NC(C)C)nc(NC(C)C)n2)n1	1µM*	-5%	1.5µM*
O=C(NCc1ccccc1Cl)C1CCN(S(=O)(=O)c2ccc(N3CCCC3=O)cc2)CC1	16µM*	-11%	?
CC(=O)c1cccc(NC(=O)c2ccc(N(Cc3ccccc3C)S(C)(=O)=O)cc2)c1	?	-14%	?
CCn1c(SCC(=O)N2CCOCC2)nnc1-c1cccs1	3%	-2%	-8%
COc1ccc([N+](=O)[O-])cc1NC(=O)c1ccc(CN(c2ccc(C)c(C)c2)S(C)(=O)=O)cc1	?	-5%	11%
Oc1ccccc1-c1csc(-c2ccccc2)n1	1%	-7%	-26%
CCCCn1c(N)c(N(CCOC)C(=O)c2cc3c(s2)CCCCC3)c(=O)[nH]c1=O	-28%	1%	-10%
Cc1ccc(C(=O)OCC(=O)NC(=O)c2cccn2C)cc1	?	1%	-5%
CN(C)C1(CNC(=O)COc2ccc([N+](=O)[O-])cc2)CCCCC1	7%	-9%	-10%
Cc1cc2c(cc1S(=O)(=O)N(C)CC(=O)Nc1cccc(C#N)c1)OCC(=O)N2	4%	0%	-18%
O=C(CNc1cc(S(=O)(=O)N2CCCC2)ccc1OCC(F)(F)F)Nc1ccc(SC(F)F)cc1	1.8µM*	-11%	3.7µM*
O=C1N(Cc2ccccc2)CCCC12CCCN(Cc1ccccc1)C2=O	-10%	-19%	?

(listing goes on)
SMILES	DT40 TDP1 CPT	KAT2A inh	TDP1 cell noCPT
Cc1cc(NC(=O)CCC(=O)N(C(C(=O)NC(C)(C)C)c2ccccc2Cl)C(C)(C)C)no1 (stereo not given)	-18%	0%	-28%
COc1ccc(NC(=O)CS(=O)(=O)c2ccccc2)cc1	31%[activator]	-1%	9%
CCOC(=O)c1c(C)[nH]c(CCC(=O)NCc2ccc(F)cc2)c1C	-26%	-4%	?
Clc1cccc(-c2noc3ncnc(NC4CCCCC4)c23)c1	21µM*	-1%	26µM*
CC(C)[C@H](NC(=O)N1c2ccccc2NC(=O)[C@@H]1C(C)C)C(=O)N[C@@H](C(=O)O)c1ccccc1	-17%	-2%	-3%
Cc1ccccc1NC(=O)CCC(=O)N1CCSc2ccccc21	-27%	-1%	?
Nc1nnc(-c2ccccc2)c(-c2ccccc2)n1	?	-7%	?
CC1CCN(C(=S)Nc2ccc3nc4n(c(=O)c3c2)CCCCC4)CC1	-30%	-8%	?
CC/C(=N\NC(=O)Cc1ccc(Br)cc1)c1cccs1	-11%	-4%	-7%
C#CCOCCOCCOCCNc1nc(N2CCN(C(=O)[C@H](CCCN=C(N)N)n3cc(C(N)[C@H](C)CC)nn3)CC2)nc(N2CCN(C(=O)[C@H](CC(N)=O)n3cc(C(N)[C@@H](C)CC)nn3)CC2)n1 (stereo not given in full)	-2%	-2%	-8%
Fc1ccc(-c2nnc(SCc3ncc(-c4ccccc4)o3)n2CC2CCCO2)cc1 (stereo not given)	-15%	-7%	?
Cc1ccc(C(=O)OCC(=O)Nc2sc3c(c2C#N)CCCC3)cc1NC(=O)c1ccco1	7%	-18%	-2%
CC1CCN(c2ccc3c(c2)S(=O)(=O)c2cccc(C(=O)NCc4ccc(F)cc4)c2C3=O)CC1	?	-25%	?
O=C(NC1CCCCCCC1)c1cc(F)c(F)cc1Cl	?	-9%	1%
OC[C@@H]1CCC[C@@H](n2cnc3c(=S)nc[nH]c32)O1	?	/	-12%
COc1ccc2c(c1)c(C(=O)N/N=C/c1cccc(Br)c1)c(C)n2C	?	-6%	10µM*
CCOc1ccc(N(CC(=O)Nc2c(C)n(C)n(-c3ccccc3)c2=O)S(=O)(=O)c2ccccc2)cc1	3%	-1%	8%
CC(O)CNc1nc2c(c(=O)n(C)c(=O)n2C)n1Cc1cccc(C(F)(F)F)c1 (stereo not given)	?	1%	26µM*
COc1ccc(NC(=O)COn2nnc3ccc(Cl)cc32)cc1OC	1%	-5%	-7%
COc1ccc(CNC(=O)CS(=O)(=O)c2cccc3nsnc23)cc1	-3%	-1%	-21%
CCCn1c(CCNc2nc(-c3cccc(Br)c3)cs2)nc2ccccc21	-27%	/	?
CCn1c(=O)n(-c2ccc(F)c(Cl)c2)c(=O)c2sc3ccccc3c21	1%	-4%	-19%
CCn1c(-c2csc3c2CCC(C)C3)n[nH]c1=S (stereo not given)	?	0%	?
CCC(C)C(=O)Nc1cc(C(=O)OC)cc(C(=O)OC)c1 (stereo not given)	3%	0%	-4%
CC(C)CNC(=O)COC(=O)c1ccc2c(c1)C(=O)N(Cc1ccco1)C2=O	11%	-4%	1%
Clc1ccc(CSc2cc3c(nn2)-c2ccccc2CC3)cc1Cl	?	-2%	?
Cc1c(NC2=NC3(CCCCC3)Cc3ccccc32)c(=O)n(-c2ccccc2)n1C	-17%	-6%	?
Cc1ccc(-n2c(SCC(=O)N(C)C3CCS(=O)(=O)C3)nc3ccccc3c2=O)cc1 (stereo not given)	-24%	-3%	-22%
COC(=O)c1c(NC(C)=O)sc(C(=O)Nc2ccccc2)c1C	1%	0%	-6%
CCN(C(=S)NC(=O)c1ccccc1Br)C1CCCCC1	16µM*	0%	?
Cc1ccc(NC(=O)CCC(=O)OC(C)C(=O)c2ccccc2)cc1 (stereo not given)	-6%	-2%	0%
C=CCn1c(C(CC(C)C)CC(C)O)n[nH]c1=S (stereo not given)	0%	1%	-2%
COc1ccc(NC(=O)CN(c2ccccc2)S(=O)(=O)N(C)C)cc1OC	0%	2%	-10%
CCOC(=O)C(C)Sc1nc(-c2ccco2)cc(C(F)(F)F)c1C#N (stereo not given)	?	-12%	?
Cc1ccc(-n2nc3c(c2NC(=O)CC(C)C)CS(=O)(=O)C3)cc1	2%	-5%	-6%
Cc1cc(C)cc(C(=O)OCC(=O)NCC(F)(F)F)c1	-2%	-1%	-10%
O=C(NCc1ccc(Cl)cc1)C1CCCN1C(=O)Nc1ccccc1 (stereo not given)	-18%	0%	-13%
CCCc1cc(=O)[nH]c(SCC(=O)Nc2cccc(S(=O)(=O)N3CCOCC3)c2)n1	14%	1%	-4%
COc1cccc(CNCC2CCCO2)c1 (stereo not given)	-10%	-4%	10%
CCS(=O)(=O)N1CC(=O)N(c2cccc(C)c2C)C(C)(C(=O)NC2CCCCC2)C1 (stereo not given)	-2%	-14%	-9%
Cc1ccc(C(=O)CSc2nnc(-c3cccs3)n2C)o1	-29%	-5%	-4%
CCOC(=O)N/N=C1\CC(C)CC(C)(C)C1 (stereo not given)	3%	1%	3%
O=C(COc1ccc([N+](=O)[O-])cc1)Nc1ccc2[nH]c(=O)[nH]c2c1	-11%	0%	-5%
COC(=O)[C@@H]1C[C@@]2(O)[C@@H](O)[C@@H](O)[C@@H](O)C[C@H]2N1Cc1ccc(C)s1	-25%	-8%	-23%
COCCNC(=O)C1CCCN(Cc2cccc(C(F)(F)F)c2)CC1 (stereo not given)	14%	/	-4%
CSCC[C@H](NC(=O)C(C)Oc1ccc(Cl)cc1)c1nc2ccccc2[nH]1 (stereo not given in full)	-29%	-3%	?
O=C(CSc1nc(-c2ccccc2)[nH]c1-c1ccccc1)Nc1ccc2c(c1)OCO2	21µM*	1%	15µM*
COC(=O)c1cc(NC(=O)Nc2cc(OC)ccc2OC)cc(C(=O)OC)c1	?	-6%	?
CCN(CC)S(=O)(=O)c1cc(C(=O)Nc2cc(C)on2)c(Cl)cc1Cl	?	-13%	?
CN(C(=O)c1ccc(Cl)c(S(=O)(=O)N2CCOCC2)c1)c1ccccc1C(=O)O	-16%	0%	-15%
CCOC(=O)Nc1cc(C(=O)OC)ccc1C	-12%	5%	10%
O=C(O)c1ccccc1NC(=O)c1cc2ccccc2oc1=O	?	-11%	?
